# NCI-60 one-dose screen, 48 h, at 10 µM unless noted. Numbers give growth in % (100 = growth as untreated, 0 = no growth, -100 = all killed).
# NCI-H23: NCI-H23 lung cancer; 4% of 80,000 active
# SNB-75: SNB-75 CNS cancer | 5% of 79,000 active
# U251: U251 CNS tumor cells. 5.4% of 80,000 active. AID 1794753
# SF-539: SF-539 CNS cancer; 6.8% of 81,000 active; AID 1794752
# SNB-19: SNB-19 CNS cancer cells; 2.5% of 81,000 active; AID 1794751
# CAKI-1: CAKI-1 renal cancer | 4.7% of 75,000 active
# SF-295: SF-295 CNS cancer cells | 5.6% of 79,000 active | AID 1794758
# A498: A498 renal cancer cells | 5.4% of 76,000 active | AID 1794774
# SF-268: SF-268 CNS cancer cells; 3.1% of 82,000 active; AID 1794759
# Starred values were filed as active, the others as inactive; . = no result given; & = joins results of further samples. Rule for the calls: active = growth percent below 10; inactive = the rest.
1. CCCCCCN1COCC(COc2ccc(Cl)cc2)OC1 (stereo not given)
2. CCc1nc2cc(/C=C/C(=O)NO)c(F)cc2c(=O)n1CCc1ccccc1
3. COC(=O)C(Cc1cccc(-c2ccco2)c1)NC(=O)OCc1ccccc1 (stereo not given)
4. COc1ccc(/C=C(/C(=O)N2CCCCC2)c2cc(OC)c(OC)c(OC)c2)cc1
5. NS(=O)(=O)c1cccc(C(=O)O)c1
6. CCOC(COc1ccccc1)OCC
7. O=S(=O)(Nc1ccc(NS(=O)(=O)c2ccccc2)c(Cl)c1)c1ccccc1
8. Cn1ccnc1CN1CCSC(C(=O)Nc2ccccc2)C1 (stereo not given)
9. Oc1ccc(N=Nc2nccs2)c(O)c1
10. CC(=O)CC1=CCCCC1

screen / no.	1	2	3	4	5	6	7	8	9	10
SF-539	97	1.7*	101	-11*	98	105	105	96	86	99
SNB-75	127	29	92	-16*	88	.	85	79	93	85
A498	115	-16*	89	-2.3*	115	97	113	97	225	80
U251	107	1.6*	99	26	104	106	105	93	41	95
CAKI-1	84	-1.2*	.	.	93	79	92	89	26	93
SF-268	99	8.5*	95	50	99	101	101	95	51	100
SNB-19	.	20	100	32	102	106	112	93	91	96
NCI-H23	98	-5.2*	99	36	93	106	103	101	81	101
SF-295	98	13	104	14	102	102	95	93	40	98

11. CN1CCN(c2ccc(Nc3nc(NCCCNS(=O)(=O)c4ccccc4)c4sccc4n3)cc2)CC1
12. CCOC(=O)c1cc(C(=O)c2cc(OC)cc(OC)c2)n2nc(C)ccc12
13. CCCCCCC(C)c1ccccc1O (stereo not given) (tested in a mixture with another compound)
14. CC1=C2CC/C(C)=C/CC[C@]3(C)O[C@H]3CC/C(C)=C/[C@H]2OC1
15. CCCCOC(=O)c1ccccc1
16. Cc1ccc(C(=O)C2CC2)c(C)c1
17. COc1ccc(-n2nc(C(=O)NCC(=O)NO)nc2-c2ccccc2)cc1
18. CCCS(=O)(=O)Nc1ccc(F)c(C(=O)c2c[nH]c3ncc(-c4ccc(Cl)cc4)cc23)c1F
19. Cc1oc2c(Cc3ccc(NC(=O)c4ccc(Cl)cc4)cc3)ncnc2c1C(=O)NO
20. CCOC(=O)c1c(C)csc1NC(=O)CSCc1c(F)cccc1Cl

screen / no.	11	12	13	14	15	16	17	18	19	20
SF-539	-71*	3.8*	99	95	115	103	98	24	104	93
SNB-75	89	18	128	87	92	88	98	8.1*	106	86
A498	131	-1.9*	.	97	107	99	103	-1.8*	85	96
U251	13	23	104	95	98	99	112	19	104	87
CAKI-1	31	.	90	87	102	105	95	12	99	55
SF-268	64	62	112	105	105	104	103	41	98	88
SNB-19	57	39	106	98	111	103	102	40	105	86
NCI-H23	91	37	90	97	110	108	105	56	97	86
SF-295	38	24	116	91	113	116	101	7.9*	95	92

21. CC1CCc2c(sc3nc(SCC(=O)NNC(=S)Nc4ccccc4)n(-c4ccccc4)c(=O)c23)C1 (stereo not given)
22. CCCSc1ncnc2nc[nH]c12
23. Cc1[nH]c(C(=O)NCc2cccc(Cl)c2)c2c1C(=O)CCCC2
24. COc1cccc(/C=C(/C(C)=O)C(=O)c2ccccc2)c1
25. Cc1cc(C)c2nc(C)c(C)[n+]([O-])c2c1
26. O=C(O)/C=C/C(=O)c1ccc(Cl)cc1
27. COC(=O)C1Cc2c([nH]c3ccccc23)C2CCC(=O)N12 (stereo not given)
28. CCOC(=O)c1ccc(Nc2ccnc(SCC(=O)c3ccc(C(F)(F)F)cc3)n2)cc1
29. Nc1ncnc2c1N=C(c1ccc(F)cc1)CC(c1sc(Cl)nc1Cl)N2 (stereo not given)
30. O=C(O)c1ccc(-n2cc(/C=N/Nc3ccccc3)c(-c3cc4ccccc4oc3=O)n2)cc1

screen / no.	21	22	23	24	25	26	27	28	29	30
SF-539	96	111	104	91	97	107	103&98	93	86	99
SNB-75	.	87	70	84	84	.	88&83	84	74	102
A498	98	110	106	107	146	107	105&99	65	69	124
U251	96	96	105	76	91	100	104&102	100	85	106
CAKI-1	70	91	94	90	97	107	93&102	79	98	96
SF-268	93	99	105	82	106	97	110&106	101	85	94
SNB-19	96	100	104	82	109	111	99&104	96	93	89
NCI-H23	101	106	96	88	97	116	104&102	86	93	97
SF-295	102	97	103	87	101	123	125&120	88	96	106

# An excerpt from above in order of length of the SMILES, rising.
10. CC(=O)CC1=CCCCC1
15. CCCCOC(=O)c1ccccc1
13. CCCCCCC(C)c1ccccc1O (stereo not given) (tested in a mixture with another compound)
22. CCCSc1ncnc2nc[nH]c12
16. Cc1ccc(C(=O)C2CC2)c(C)c1
25. Cc1cc(C)c2nc(C)c(C)[n+]([O-])c2c1
20. CCOC(=O)c1c(C)csc1NC(=O)CSCc1c(F)cccc1Cl
23. Cc1[nH]c(C(=O)NCc2cccc(Cl)c2)c2c1C(=O)CCCC2
29. Nc1ncnc2c1N=C(c1ccc(F)cc1)CC(c1sc(Cl)nc1Cl)N2 (stereo not given)
2. CCc1nc2cc(/C=C/C(=O)NO)c(F)cc2c(=O)n1CCc1ccccc1
7. O=S(=O)(Nc1ccc(NS(=O)(=O)c2ccccc2)c(Cl)c1)c1ccccc1
19. Cc1oc2c(Cc3ccc(NC(=O)c4ccc(Cl)cc4)cc3)ncnc2c1C(=O)NO

screen / no.	10	15	13	22	16	25	20	23	29	2	7	19
SF-539	99	115	99	111	103	97	93	104	86	1.7*	105	104
SNB-75	85	92	128	87	88	84	86	70	74	29	85	106
A498	80	107	.	110	99	146	96	106	69	-16*	113	85
U251	95	98	104	96	99	91	87	105	85	1.6*	105	104
CAKI-1	93	102	90	91	105	97	55	94	98	-1.2*	92	99
SF-268	100	105	112	99	104	106	88	105	85	8.5*	101	98
SNB-19	96	111	106	100	103	109	86	104	93	20	112	105
NCI-H23	101	110	90	106	108	97	86	96	93	-5.2*	103	97
SF-295	98	113	116	97	116	101	92	103	96	13	95	95

28. CCOC(=O)c1ccc(Nc2ccnc(SCC(=O)c3ccc(C(F)(F)F)cc3)n2)cc1
21. CC1CCc2c(sc3nc(SCC(=O)NNC(=S)Nc4ccccc4)n(-c4ccccc4)c(=O)c23)C1 (stereo not given)
18. CCCS(=O)(=O)Nc1ccc(F)c(C(=O)c2c[nH]c3ncc(-c4ccc(Cl)cc4)cc23)c1F

screen / no.	28	21	18
SF-539	93	96	24
SNB-75	84	.	8.1*
A498	65	98	-1.8*
U251	100	96	19
CAKI-1	79	70	12
SF-268	101	93	41
SNB-19	96	96	40
NCI-H23	86	101	56
SF-295	88	102	7.9*

# Carrying on:
31. O=C(Nc1nccs1)c1noc2ccccc12
32. CCN1C2CCC1/C(=C\c1ccc(OC)cc1)C(=O)/C2=C/c1ccc(OC)cc1
33. CC1CC(=O)C(C(C2=C(O)CC(C)CC2=O)c2ccccc2)=C(O)C1 (stereo not given)
34. COC(=O)CCOc1ccccc1
35. O=C(COc1ccc(NC(=O)Nc2ccc(Cl)c(Cl)c2)cc1)N=Nc1c(O)[nH]c2ccc(Cl)cc12
36. O=C1NC(=O)N2CCCC12 (stereo not given)
37. CCN1CCN(CC(=O)Nc2nc3ccc(NCc4ccc(Br)cc4)cc3s2)CC1
38. CSc1nc2ccc(C)cc2cc1/C=C1/C=C(c2ccccc2)NC1=O
39. Cc1ccc(Oc2nc3ccccc3cc2-c2nnc(COc3ccccc3)o2)cc1
40. NC(=O)C1(Nc2ccc(Br)cc2)CCCC1

screen / no.	31	32	33	34	35	36	37	38	39	40
SF-539	96	97	112	101	-90*	98	39	39	96	90
SNB-75	88	81	87	61	-38*	80	89	26	65	93
A498	101	65	97	84	-32*	89	89	42	96	100
U251	98	70	109	96	-84*	108	53	16	98	98
CAKI-1	.	83	96	86	-6.0*	89	36	5.7*	.	103
SF-268	103	73	98	108	-12*	101	72	66	102	106
SNB-19	93	78	102	99	-14*	97	76	67	102	105
NCI-H23	92	44	101	85	-20*	101	70	75	88	97
SF-295	101	53	109	130	-61*	102	86	37	100	106

41. N#Cc1c(-c2ccccc2)cc(-c2ccccc2)n(Cc2ccc(C(=O)NO)cc2)c1=O
42. O=C(CN1CCn2c(nnc2C(F)(F)F)C1)Nc1nc2ccc(F)cc2s1
43. O=C(CC1(O)C(=O)Nc2ccccc21)c1ccc(NS(=O)(=O)c2ccccc2)cc1 (stereo not given)
44. CN1CCN(c2cc(Nc3cc(C4CC4)[nH]n3)nc(Nc3ccc(CC(=O)NCc4cccc(F)c4)cc3)n2)CC1
45. CCOc1ccc(-c2nnc(C3CC(NC(=O)c4cccc5nccnc45)C3)n2-c2ccccc2F)nc1 (stereo not given)
46. CCCC[N+](C)(N)CCCC
47. O=C(/C=C/c1ccccc1)c1ccc(B(O)O)cc1
48. CC(=O)CS(C)(=O)=O
49. c1ccc(Nc2nc(-c3ccccn3)cs2)nc1
50. CN(CCCOS(C)(=O)=O)CCCOS(C)(=O)=O

screen / no.	41	42	43	44	45	46	47	48	49	50
SF-539	87	98	98	-23*	98	101	100	109	0.7*	113
SNB-75	61	.	96	-56*	111	93	93	97	43	143
A498	69	.	102	-29*	77	115	80	99	28	108
U251	92	98	101	26	70	106	.	102	7.6*	105
CAKI-1	80	96	94	5.4*	78	94	98	101	-13*	93
SF-268	97	92	104	30	91	112	98	104	21	100
SNB-19	92	98	100	40	80	104	100	102	19	104
NCI-H23	91	99	100	23	100	112	91	102	19	106
SF-295	100	95	99	49	103	95	123	115	12	100

51. O=C(Nc1ccc(NCCN2CCOCC2)nc1)c1ccc([N+](=O)[O-])cc1
52. COc1cc(C2CC(c3cc(OC)c(OCCCOc4ccc(-n5c(/C=C/c6ccccc6)nc6ccccc6c5=O)cc4)c(OC)c3)=NO2)cc(OC)c1OC (stereo not given)
53. OC(CNc1ccnc2cc(Cl)ccc12)CNC1CCCCC1 (stereo not given)
54. CC(C)(C)CC(C)(C)NCC(O)COc1ccc(Cl)cc1Cl (stereo not given)
55. Nc1cccc(-c2nc(N3CCOCC3)c3c4c(sc3n2)CCCC4)c1
56. C/C=C/C(=O)Nc1ccc(Cl)c(Cl)c1
57. CCCOc1ccc(C(=O)OCCNCC)cc1N
58. CCCCN(CCCC)CCCCCCCCC(O)c1cc2ccccc2c2ccccc12 (stereo not given)

screen / no.	51	52	53	54	55	56	57	58
SF-539	96	108	63	108	94	104	92	75
SNB-75	.	87	87	97	73	109	58	62
A498	93	123	60	94	31	88	92	46
U251	102	103	63	99	91	89	102	49
CAKI-1	99	115	71	95	72	100	95	72
SF-268	103	107	90	104	83	96	96	66
SNB-19	106	110	100	101	101	98	99	68
NCI-H23	100	112	87	102	97	102	93	41
SF-295	91	81	84	98	90	111	101	77
